High-throughput results as filed in PubChem BioAssay.
H9c2 TAG inh: inhibitors of triacylglycerol accumulation, primary screen, cell-based, uHTS, fluorescence, H9c2 | H9c2 cells, Nile Red lipid (TAG) fluorescence; cells loaded with 200 µM oleic acid | inhibition, % at 12.5 µM | 0.66% of 230,000 active | AID 651582, 2012;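 active = pattern-corrected inhibition of lipid staining of at least 50% with the nuclear-stain viability signal not falling by more than 50%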;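 note: 0% = DMSO wells and 100% = triacsin C control wells; some results filed as inactive read as strong as hits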
H9c2 TAG inh DAPI viability: further read-out of H9c2 TAG inh, marked with its call; DAPI nuclei signal change (viability), lower = more cytotoxic, %;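 whole-well DAPI fluorescence read on a plate reader as a viability signal; minus 50 percent equals half of cells still viable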
* marks the source's active call; other numbers are inactive results.

Order of values: H9c2 TAG inh	H9c2 TAG inh DAPI viability
1) Cc1cnc(C(=O)OC(C(=O)Nc2cc(C(F)(F)F)ccc2Cl)c2ccccc2)cn1 (stereo unspecified)
    -53	4
2) O=C(c1ccc2c(c1)OCO2)C1CCCN(Cc2cccc(C(F)(F)F)c2)C1 (stereo unspecified)
    1	4
3) CC(=O)c1c(C)[nH]c(C(=O)COC(=O)CCOc2ccc(C)cc2)c1C
    7	3
4) CCCCCCNCc1c(F)cccc1Cl
    10	-9
5) CCN(CC(=O)Nc1ccc(N2CCOCC2)cc1)C(=O)Cc1ccccc1
    -9	10
6) COc1ccc(-n2cc3c(-c4cccc(Br)c4)nnc(C)c3n2)cc1
    -1	-1
7) CS(=O)(=O)Nc1cccc(NC(=O)c2cccc3c(-c4ccc(F)c(F)c4)coc23)c1
    -12	12
8) O=C(NNC(=S)NCc1ccc(Cl)cc1)c1ccc2c(c1)OCO2
    6	-7
9) O=C(NCC1COc2ccccc2O1)c1cn(Cc2ccc(F)cc2)nn1 (stereo unspecified)
    33	-6
10) O=C(CS(=O)(=O)c1ccccc1)Nc1ccccc1Br
    4	-4
11) CC(=O)c1cccc(NC(=S)NC2CCCCCCC2)c1
    2	5
12) Cc1noc(C(=O)NC2CCCCC2)c1Cl
    3	3
13) CC(=O)NNC(=O)c1csc(-c2csc(C)n2)n1
    7	-15
14) CC(C)C1C(=O)N(Cc2cn(CCC3OCCO3)nn2)CCS(=O)(=O)N1Cc1ccc(-c2ccc(F)nc2)cc1 (stereo unspecified)
    0	0
15) COc1ccc(C(=O)O)cc1S(=O)(=O)Nc1cc(Cl)ccc1N1CCOCC1
    27	8
16) N#Cc1ccccc1S(=O)(=O)N1CCN(CC(=O)Nc2ccccc2C(=O)NC2CC2)CC1
    -9	2
17) Cn1c(=O)c2c(nc(SCCN3CCCCC3)n2Cc2ccccc2)n(C)c1=O
    15	-5
18) O=C(Nc1ccc(S(=O)(=O)NC2=NCCCCC2)cc1)c1ccc2ccccc2n1
    -17	3
19) COc1ccc2[nH]c3c(=O)n(Cc4ccncc4)cnc3c2c1
    8	3
20) COc1ccccc1N1CCN(C2CCCN(S(=O)(=O)c3cccc(Cl)c3)C2)CC1 (stereo unspecified)
    1	1
21) Cc1c(Cl)ccc2c(C(N)=O)cc(-c3ccccn3)nc12
    -1	-3
22) CCCOC(=O)C[N+](C)(C)CCOC1CC2CCC1(C)C2(C)C (stereo unspecified)
    -14	11
23) CCS(=O)(=O)N1CCN=C1SCc1cccnc1
    -2	4
24) CC(C)C(N)c1csc(Nc2nncc3ccccc23)n1 (stereo unspecified)
    25	8
25) COc1ccc(/C=N/NC(=O)c2ccccc2)cc1OS(=O)(=O)c1ccccc1
    -5	-7
26) O=[N+]([O-])c1cc([N+](=O)[O-])c(Oc2cncc(Cl)c2)cc1NN1CCCCC1
    15	-8
27) CCOC(=O)c1ccc(NS(=O)(=O)c2cccc3nsnc23)cc1
    -4	0
28) CN(CC(=O)NC(=O)NCc1ccccc1)CC(=O)Nc1ccc(Cl)c(Cl)c1
    -11	-4
29) CCOC(=O)c1c(C)n(C)c2ccc(OC)c(NC(=O)c3cccs3)c12
    -2	3
30) CCN1C(=O)[C@H]2[C@@H](c3ccc(C)cc3)N3C(=O)N(c4cccc(Br)c4)C(=O)[C@@]3(C)[C@H]2C1=O
    30	36

(further entries)
Order of values: H9c2 TAG inh	H9c2 TAG inh DAPI viability
31) COc1ccc(C(=O)O/N=C(\N)Cc2cccs2)cc1OC
    1	-7
32) COc1cc(NC(=O)CNc2ccc(Cl)c(S(=O)(=O)N3CCOCC3)c2)cc(OC)c1
    -1	-5
33) O=C1CCCN1c1ccc(S(=O)(=O)NCCOc2ccccc2)cc1
    -13	-18
34) c1ccc2c(c1)nc(N1CCCCCC1)c1nncn12
    -1	4
35) CCOc1ccc(NC(=O)NNC(=O)c2cc3ccccc3cc2O)cc1
    -17	-1
36) N#Cc1c(N)oc(-c2ccccc2)c1-c1ccccc1
    -5	2
37) COc1ccc(CC(NC(C)=O)C(=O)NC2CCN(C(=O)c3ccc([N+](=O)[O-])cc3)CC2)cc1OC (stereo unspecified)
    5	-5
38) CCn1cc(C(=O)NP(=O)(Nc2ccc(C)cc2)Nc2ccc(C)cc2)c2ccccc21
    2	-5
39) Cn1nnnc1SCCNS(=O)(=O)c1ccccc1
    14	-5
40) COCCCn1c(=O)/c(=C\c2ccccc2OC(C)C)s/c1=C(/C#N)C(=O)Nc1ccc(C(=O)O)cc1
    2	10
41) Cc1ccc(C)c(S(=O)(=O)N2CCN(C(=O)[C@H](Cc3ccccc3)NC(=O)c3ccco3)CC2)c1
    -1	-6
42) COc1ccc(OC)c(/C=N/NC(=O)CCc2c(C)n[nH]c2C)c1
    -6	12
43) CCN(CC)CCNc1ccc(Cl)cc1[N+](=O)[O-]
    -14	18
44) COC(=O)C1=C(CSc2nnnn2C)NC(=O)NC1c1cc(C)ccc1C (stereo unspecified)
    -2	3
45) O=C(O)COc1ccc(Nc2ccccc2)cc1
    12	-6
46) CN(CC(=O)Nc1ccccc1Br)C(=O)CN(C)C1CCCCC1
    -12	2
47) CC1(NC(=O)CC(c2ccccc2)(c2ccccc2)c2ccccc2)CCN(CCCc2ccccc2)C1=O (stereo unspecified)
    10	-5
48) CCOC(=O)c1c(C)[nH]c(C(=O)COC(=O)c2ccco2)c1C
    -25	0
49) O=C(CSc1nnc(Cc2cccs2)n1Cc1ccco1)Nc1ccc(Br)cc1
    -1	-9
50) CCCN1c2cccc3cccc(c23)S1(=O)=O
    -10	9
51) NS(=O)(=O)c1ccc(NC(=O)CSc2n[nH]c(=O)n2C2CC2)cc1
    17	-3
52) COCC(=O)NC1CCN(S(=O)(=O)c2cccc(C(C)=O)c2)CC1
    2	-1
53) Cc1ccc(-c2cc(C(F)(F)F)n3nc(C(=O)Nc4ccon4)cc3n2)cc1C
    0	24
54) O=C(Nc1ccc(Cl)cc1)OCc1cc(-c2ccccc2)on1
    -12	6
55) Cc1ccc(OCC(=O)N/N=C/C=C/c2ccco2)cc1
    -17	-1
56) Nc1c(-c2ccc(Cl)cc2)cnn1C1CCS(=O)(=O)C1 (stereo unspecified)
    -1	14
57) Cc1cccc(NC(=O)c2ccc(N3C(=O)C4CCCCC4C3=O)cc2)c1C (stereo unspecified)
    2	0
58) COc1ccccc1-c1cnc(C(O)c2ccc(C)cc2)[nH]1 (stereo unspecified)
    -8	4
59) Cc1ccc(NC(=O)c2ccc(Cl)nc2)cc1
    -15	0
60) CCc1ccc(-c2cc(C(=O)N/N=C/c3ccccn3)[nH]n2)cc1
    2	0

Additional results follow.
Order of values: H9c2 TAG inh	H9c2 TAG inh DAPI viability
61) O=C(CSc1ncc(-c2ccc(F)cc2)n1Cc1ccco1)Nc1ccc2c(c1)OCO2
    13	-14
62) Cc1cccc(C)c1NC(=O)CNC(=O)C(C)N(C)CC(=O)Nc1ccc(F)cc1 (stereo unspecified)
    6	-3
63) Cc1cc(C(=O)Nc2ccccc2C(=O)O)ccc1NC(=O)COc1cccc(C)c1C
    -7	5
64) Cc1occc1C(=O)N/N=C/C=C/c1ccccc1
    -16	8
65) Cc1ccc(CSc2nc3c(c(N(C)C)n2)CCCC3)cc1
    -98	2
66) CCOc1cccc(CN2CCCC(C(=O)c3cccc(C(F)(F)F)c3)C2)c1O (stereo unspecified)
    -16	7
67) COc1ccc(NC(=O)CSCC(=O)NCc2cccc(C(F)(F)F)c2)cc1
    30	-1
68) CC[C@]12c3[nH]c4cc(CCC(=O)N(C)C)ccc4c3CCN1C(=O)[C@@H](CC(=O)NCCc1ccccn1)C[C@@H]2C(=O)N1CCN(C(=O)c2ccco2)CC1
    18	-3
69) O=C(Cn1cnc2c(cnn2-c2ccccc2)c1=O)Nc1ccc(S(=O)(=O)N2CCOCC2)cc1
    0	5
70) Cc1nc2c(Cl)cccc2[nH]1
    -6	1
71) Nc1cc(S(=O)(=O)N2CCCCC2)ccc1Oc1ccc(Cl)cc1
    4	6
72) CC1Cc2ccccc2N1C(=O)c1ccc2nccnc2c1 (stereo unspecified)
    -2	-3
73) O=[N+]([O-])c1cccc(S(=O)(=O)Nc2ccc(Cc3ccncc3)cc2)c1
    -13	14
74) O=C(NC(=S)Nc1ccc(Cl)cc1Cl)C1CC1
    27	2
75) O=C(NCc1ccccc1)c1ccc2c(=O)n(CC3CCCO3)c(=S)[nH]c2c1 (stereo unspecified)
    -23	2
76) COc1ccc(C(=O)N(C)Cc2ccc(OC)c(OC)c2OC)cc1S(=O)(=O)N1CCOCC1
    8	-5
77) CC1(C(=O)NS(=O)(=O)c2cccc(F)c2)CCN1C(=O)C1(c2ccc(Cl)cc2)CCC1 (stereo unspecified)
    8	0
78) CCOC(=O)C1CN(C(C)(C)C)C(=O)C1=O (stereo unspecified)
    -5	8
79) Cc1ccc(C(=O)OCC(=O)c2ccc(Br)cc2)cc1S(=O)(=O)N1CCOCC1
    12	0
80) C=CCc1c(C)c(C#N)c2nc3ccccc3n2c1NCCN(C)C
    0	14
81) COc1ccc(CCNC(=O)C(=O)NCCCN2CCOCC2)cc1
    10	-8
82) CC(C)(C)C(=O)Nc1ccccc1C(=O)N1CCCC1
    -11	6
83) Nc1nc(SCC(=O)N2N=C(c3ccc(Cl)cc3)CC2c2ccco2)n[nH]1 (stereo unspecified)
    7	-3
84) Cc1cn[nH]c1
    6	-8
85) Cc1cc(Cl)c(S(=O)(=O)N2CCN(c3ccccn3)CC2)cc1OCC(N)=O
    -13	-1
86) Cc1ccc(S(=O)(=O)NCCSCc2ccco2)cc1
    -5	0
87) CC(=O)NC(NC(=S)Nc1ccc(N=Nc2ccccc2)cc1)C(Cl)(Cl)Cl (stereo unspecified)
    20	-3
88) Nc1c(C(=O)NCc2ccccc2)nnn1Cc1ccccc1
    -20	-8
89) Clc1cccc2sc(N3CCCCC3)nc12
    -20	1
90) O=C(c1cccnc1)N1CCC(Oc2ccc(C(=O)N3CCCC(O)C3)cc2)CC1 (stereo unspecified)
    -3	-5

Remaining list, next part.
Order of values: H9c2 TAG inh	H9c2 TAG inh DAPI viability
91) C[C@@H]1CN([C@H](C)CO)S(=O)(=O)c2ccc(C#CC3CCCC3)cc2O[C@H]1CN(C)C(=O)Cc1ccccc1
    7	-9
92) Cc1ccc(N2CC(C(=O)Nc3ccc(S(=O)(=O)Nc4nccc(C)n4)cc3)CC2=O)cc1 (stereo unspecified)
    -12	11
93) O=C(CSc1nnc(Cc2ccccc2)o1)N1CCCC1
    3	4
94) CC(=O)Nc1ccc(NC(=O)C(C)OC(=O)c2oc3ccccc3c2C)cc1 (stereo unspecified)
    34	-10
95) Cc1cc(C(=O)N2CCOCC2)n(-c2ccccc2)n1
    0	2
96) O=C(Nc1ccc2[nH]c(=O)[nH]c2c1)c1ccc([N+](=O)[O-])o1
    53*	-45*
97) O=C(COc1ccc(Br)cc1)OCCN1CCCCC1
    -6	-2
98) O=C(Nc1ccccn1)C(=O)Nc1ccccn1
    12	-11
99) O=C(Nn1c(Cc2ccccc2)nc2ccccc2c1=O)c1c(O)c2cccc3c2n(c1=O)CCC3
    0	2
100) O=[N+]([O-])c1ccc(Cl)c(S(=O)(=O)Nc2ccc3cn[nH]c3c2)c1
    -10	1
101) NS(=O)(=O)c1ccc(CCNC(=O)C2CCCN2C(=O)c2cccs2)cc1 (stereo unspecified)
    0	6
102) CC(C)NC(=O)c1ccc2c(c1)N(CC(=O)Nc1ccccc1F)C(=O)C(C)(C)O2
    4	-2
103) COc1ccc(/C=C/C(=O)Nc2cccc(S(=O)(=O)N3CCOCC3)c2)cc1OC
    17	4
104) COc1ccc(S(=O)(=O)N2CCOCC2)cc1C(=O)Nc1cccc(C(=O)NC2CC2)c1
    4	-2
105) CC1CN(Cc2ccc(Cl)cc2Cl)CC(C)O1 (stereo unspecified)
    0	4
106) CC(C)Nc1nc(Cl)nc(NNC(=O)C(C)Oc2ccccc2)n1 (stereo unspecified)
    -50	-5
107) O=C(NCCC1CCCCN1S(=O)(=O)c1ccccc1)C(=O)NCc1cccnc1 (stereo unspecified)
    17	-13
108) O=C(NN1CCOCC1)c1cnn2c(C(F)F)cc(-c3ccccc3)nc12
    31	-5

Shown in markdown: part of the list above
| entry | compound | H9c2 TAG inh | H9c2 TAG inh DAPI viability |
| --- | --- | --- | --- |
| 53 | Cc1ccc(-c2cc(C(F)(F)F)n3nc(C(=O)Nc4ccon4)cc3n2)cc1C | 0 | 24 |
| 54 | O=C(Nc1ccc(Cl)cc1)OCc1cc(-c2ccccc2)on1 | -12 | 6 |
| 55 | Cc1ccc(OCC(=O)N/N=C/C=C/c2ccco2)cc1 | -17 | -1 |
| 56 | Nc1c(-c2ccc(Cl)cc2)cnn1C1CCS(=O)(=O)C1 (stereo unspecified) | -1 | 14 |

Entries of single compounds from above. Values in the order: H9c2 TAG inh	H9c2 TAG inh DAPI viability
CC(C)Nc1nc(Cl)nc(NNC(=O)C(C)Oc2ccccc2)n1 (stereo unspecified) across the screens: -50	-5
Cc1ccc(N2CC(C(=O)Nc3ccc(S(=O)(=O)Nc4nccc(C)n4)cc3)CC2=O)cc1 (stereo unspecified) across the screens: -12	11
C[C@@H]1CN([C@H](C)CO)S(=O)(=O)c2ccc(C#CC3CCCC3)cc2O[C@H]1CN(C)C(=O)Cc1ccccc1 across the screens: 7	-9
NS(=O)(=O)c1ccc(CCNC(=O)C2CCCN2C(=O)c2cccs2)cc1 (stereo unspecified) across the screens: 0	6
O=C(NN1CCOCC1)c1cnn2c(C(F)F)cc(-c3ccccc3)nc12 across the screens: 31	-5

An excerpt; count on the stated rates, not on these rows.
